CAL PDZ FP-1 – blocks peptide binding to the human CAL PDZ domain. AID 602252. 300,000 tested, 0.92% active. purified CAL PDZ, TMR-peptide fluorescence polarization, 1 h. inhibition, % at 24.9 µM. Q9HD26;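 active = mean inhibition of at least 30% with at least half of replicates also reaching 30%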;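 also: 0% = DMSO neutral control and 100% = excess unlabeled competitor peptide PRC23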
CAL PDZ FP-2 – inhibitors of human CAL PDZ peptide binding. Q9HD26. 330,000 tested, 0.02% active. inhibition, % at 20 µM. AID 504414. purified CAL PDZ, TMR-peptide fluorescence polarization, 1 h;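 active = highest replicate inhibition of at least 40%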;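 also: plate controls were DMSO neutral control wells for no effect and unlabeled competitor peptide control wells for full effect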
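Control set: unlabelled peptide and DMSO controls / Material: purified CerCALP PDZ construct / Timing: 1 h incubation at room temperature before polarization reading / Doses: 20 µM, one dose / Detection: fluorescence polarization (mP)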
V-ATPase pHluor – alters yeast V-ATPase proton transport. 350,000 tested, 0.37% active. S. cerevisiae, pHLuorin cytosolic pH fluorescence. AID 504577. response, % at 10 µM; in the data active = response mostly above about 7.3%, no sharp cut-off; inactive = mostly below about 5.4%; also: actives read high; inactives centre near 0; some compounds called inactive have numbers as strong as hits
Cardiac RTF inh – cardiac RTF calcium desensitization; 340,000 tested, 0.12% active; P19429+P45379; IANBD-labeled cardiac RTF, Ca2+ fluorescence; inhibition, % at 7.15 µM;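 active = inhibition above the mean inhibition of all tested compounds plus 3 SD, cut at about 17% in these data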;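 also: assay run at fixed EC70 calcium of 1.6 mM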
C-LANA FP – blocks KSHV LANA C-terminal domain binding to DNA. MBP-C-LANA/FAM-LBS DNA binding, fluorescence polarization. inhibition, % at 9 µM. 340,000 tested, 0.078% active. AID 504423;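 active = highest replicate inhibition at or above 60% at 9 µM, even if other replicates fall short; inactive = all replicates below 60% inhibition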;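 also: 0% = neutral control wells and 100% = 4 µM acridine orange control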
Keap1-Nrf2 PPI – disrupts human Keap1 binding to Nrf2 peptide. Q14145. Keap1 Kelch-Nrf2 peptide fluorescence polarization, 1536-well. inhibition, % at 9.4 µM. 340,000 tested, 0.15% active. AID 504523; in the data active = inhibition above about 12%;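 also: human Keap1 Kelch domain with fluorescein labeled Nrf2 9mer peptide probe; 0% = neutral control wells and 100% = peptide positive control; higher means more block of Keap1 binding to Nrf2 peptide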
Pemphigus Ab inh – human desmoglein-3 autoantibody binding inhibition; P32926; DSG3-coupled beads, scFv-anti-DSG3-GFP binding, flow cytometry; active compounds read low; binding (percent of control), % at 10 µM; 310,000 tested, 0.48% active; AID 588358;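 active = binding more than 3 SD below its plate's average and above zero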;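 also: hits lower antibody fragment binding to DSG3; some compounds called inactive have numbers as strong as hits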
Target sequence (P32926 whole entry, looked up, the tested form may be a part): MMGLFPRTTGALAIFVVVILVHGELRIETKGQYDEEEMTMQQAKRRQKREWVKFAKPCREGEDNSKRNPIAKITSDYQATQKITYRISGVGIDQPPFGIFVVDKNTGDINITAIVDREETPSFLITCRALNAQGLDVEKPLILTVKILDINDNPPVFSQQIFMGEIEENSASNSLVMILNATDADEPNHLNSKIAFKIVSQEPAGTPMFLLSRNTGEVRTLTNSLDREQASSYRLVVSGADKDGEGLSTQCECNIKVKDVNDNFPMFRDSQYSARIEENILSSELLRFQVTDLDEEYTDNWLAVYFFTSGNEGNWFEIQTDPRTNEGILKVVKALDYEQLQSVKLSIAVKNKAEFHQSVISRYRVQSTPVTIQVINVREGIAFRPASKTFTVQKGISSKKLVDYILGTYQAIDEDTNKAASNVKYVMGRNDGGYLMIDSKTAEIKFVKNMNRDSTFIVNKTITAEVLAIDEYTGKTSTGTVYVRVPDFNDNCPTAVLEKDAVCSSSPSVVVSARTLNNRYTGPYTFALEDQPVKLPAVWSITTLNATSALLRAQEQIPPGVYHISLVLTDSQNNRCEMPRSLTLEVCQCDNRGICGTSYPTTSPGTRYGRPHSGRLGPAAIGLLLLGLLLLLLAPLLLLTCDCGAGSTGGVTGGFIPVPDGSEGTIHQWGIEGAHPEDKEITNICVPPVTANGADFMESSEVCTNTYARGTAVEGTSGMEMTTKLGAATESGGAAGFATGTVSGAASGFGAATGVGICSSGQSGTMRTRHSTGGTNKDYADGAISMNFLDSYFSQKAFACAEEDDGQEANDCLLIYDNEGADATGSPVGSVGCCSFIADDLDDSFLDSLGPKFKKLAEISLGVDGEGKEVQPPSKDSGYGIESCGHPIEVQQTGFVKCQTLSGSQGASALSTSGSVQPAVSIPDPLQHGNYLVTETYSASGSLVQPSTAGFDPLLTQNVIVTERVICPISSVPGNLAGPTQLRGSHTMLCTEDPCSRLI
DAGLB inhibitor – diacylglycerol lipase beta (human) inhibition | Q8NCG7 | AID 504411 | HEK293T DAGLB membrane lysate, EnzChek fluorogenic substrate | 340,000 tested, 0.059% active | inhibition, % at 5.17 µM; in the data active = inhibition above about 34%;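 also: 0% = enzyme with vehicle and 100% = wells lacking enzyme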
NSD2 inh – NSD2 (human) methyltransferase inhibition | O96028 | NSD2 peptide methylation, AlphaScreen, 120 min | inhibition, % at 12.5 µM | 310,000 tested, 0.54% active | AID 743445; in the data active = inhibition above about 50%
Arr AP2 block – inhibitors of human beta-arrestin and AP2 interaction; FITC-arrestin peptide / GST-AP2 beads, flow cytometry; AP2 beta2 appendage carries R879A mutation; 340,000 tested, 0.31% active; inhibition, % at 10 µM;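 active = inhibition above a set limit, near 3 SD of compounds lacking own fluorescence, cut at about 54% in these data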;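 also: plate controls were DMSO wells for no effect and 5 µM unlabelled arrestin peptide for full effect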
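Test system: GST-tagged AP2 beta2-adaptin appendage (R879A) on 4 µm glutathione beads; also added: fluorescein-tagged arrestin peptide at 50 nM final; timing: 12 min plus 1 h, RT; signal: flow cytometry, FL1 (488/535 nm); read-out: percent drop in bead-associated FITC signal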
* marks the source's active call; other numbers are inactive results; nt = no result given. The list is partial, so the mix of outcomes need not match the whole.

SMILES | CAL PDZ FP-1 | CAL PDZ FP-2 | V-ATPase pHluor | Cardiac RTF inh | C-LANA FP | Keap1-Nrf2 PPI | Pemphigus Ab inh | DAGLB inhibitor | NSD2 inh | Arr AP2 block
COc1ccc(CN2C(=O)C(O)(CC(=O)c3c(C)n[nH]c3C)c3ccccc32)cc1OC (stereo not given) | 1 | -0.9 | 0 | -6 | -0.7 | -8 | 102 | 0 | 0 | -9
C=CCn1c(=O)c2ccccc2n2c(SCC(=O)NCCc3ccccc3)nnc12 | -4 | 0.8 | 1 | 6 | 0.6 | 1 | nt | 1 | 13 | -3
Cc1ccc(-c2csc3nnc(SCC(=O)NCc4ccco4)n23)cc1 | -3 | -0.5 | 4 | 1 | 0.0 | -24 | 102 | 2 | -6 | 3
COc1ccc(C(=O)NC(C)C2CC3CCC2C3)cc1 (stereo not given) | -8 | -0.3 | 0 | -9 | 0.6 | -4 | 124 | 0 | -1 | 9
COc1ccc(CC(=O)N2CCC(c3ccccc3)C2)cc1 (stereo not given) | 2 | -1.9 | 0 | 11 | 1.1 | -5 | 106 | -6 | nt | -8
COC(=O)c1[nH]c2cc(OC)ccc2c1NC(=O)CN1CCN(c2cccc(C)c2)C(C)C1 (stereo not given) | -1 | -0.8 | -5 | -6 | -1.8 | 6 | nt | 2 | 3 | -5
COc1cc(CN(C)CCc2ccccn2)cc(OC)c1OC | -7 | 0.1 | 0 | -4 | -0.5 | -3 | 100 | 0 | 0 | -3
O=C(Nc1ccc(Cc2ccncc2)cc1)C1CCC(N2C(=O)C3CCCCC3C2=O)CC1 (stereo not given) | 2 | -1.4 | 1 | -14 | 1.0 | -7 | 106 | 0 | -1 | -1
CCC1(CC)NC(=O)N(CC(=O)OC(C)C(=O)Nc2ccc(NC(C)=O)cc2)C1=O (stereo not given) | -5 | -2.1 | -4 | -2 | 1.3 | -6 | 101 | 3 | nt | -7
COc1ccc(CN(CC(=O)NCc2ccccc2)C(=O)CCC(=O)Nc2cc(C)ccn2)cc1 | -1 | -1.6 | -3 | -3 | -0.9 | 1 | nt | 1 | 0 | -5
COC(=O)Cn1c(O)c(N=NC(=O)CNC(=O)c2ccc3c(c2)OCCO3)c2ccccc21 | 1 | -1.3 | 0 | 4 | -0.7 | -1 | 100 | 3 | 18 | 3
O=C(NCC(F)(F)F)c1ccc(S(=O)(=O)N2CCN(C(=O)C3CCCO3)CC2)cc1 (stereo not given) | nt | 0.3 | 4 | -12 | -1.2 | 2 | 100 | 0 | nt | 6
CCc1ccccc1NC(=S)N(Cc1ccc(C(=O)O)cc1)Cc1ccc(OC)c(OC)c1 | nt | -0.4 | -1 | 3 | -0.3 | -1 | 99 | 2 | 0 | 29
CCOC(=O)c1ccc(NC(=O)C(CC)(CC)C(=O)OCC)cc1 | nt | -1.6 | 1 | -1 | 0.3 | -9 | 96 | -11 | -5 | -7
CC(Sc1nnc(CN2CCCC2)n1Cc1ccccc1)C(=O)Nc1ccccc1 (stereo not given) | -1 | -0.4 | 0 | -1 | 0.3 | 1 | nt | -1 | 2 | 32
Cc1cccc(NC(=O)c2onc3c2CCCC3)n1 | -2 | -1.7 | 4 | -5 | -0.5 | -1 | 119 | -5 | 25 | 5
COc1cccc(NC(=O)CSc2nnc(NC(=O)C3CC3)s2)c1 | 0 | -2.3 | 1 | -4 | -0.1 | 4 | 92 | 4 | -1 | 1
CN(C)c1ccc2c3c(ccc(N(C)C)c13)C(=O)OC2 | nt | nt | -3 | nt | nt | nt | 108 | nt | 4 | 4
N=c1c2c(-c3ccccc3)c(-c3ccccc3)oc2ncn1CCN1CCOCC1 | nt | -3.1 | 1 | -24 | 0.5 | 4 | nt | 2 | 5 | 6
Cc1cc(OC(C)C(=O)NCCCN2CCCC2=O)c2c(C)c(C)c(=O)oc2c1 (stereo not given) | 0 | -2.4 | 3 | -2 | -0.3 | -1 | 99 | -1 | -1 | -11
CCN(CC1CCCN(CCc2cccc(F)c2)C1)C(=O)c1ccc(CSC)o1 (stereo not given) | -2 | -1.6 | 0 | -7 | -0.9 | -5 | 109 | 0 | 18 | 5
CN(CC(=O)Nc1ccc(Cl)cc1)C1CCCCC1 | nt | -1.1 | 0 | 0 | -0.6 | -4 | 103 | -3 | -4 | 6
O=C(CCC1CCCC1)NNC(=O)c1cc2ccccc2cc1O | nt | -1.1 | 6 | -7 | 0.6 | -1 | 126 | 19 | 1 | 3
C=CCOc1c2ccc(C(=O)NCc3ccccc3OC)cc2nn1C | -2 | 0.1 | 8 | -8 | 1.5 | -3 | 100 | 0 | nt | 4
O=C(CN1CCN(S(=O)(=O)/C=C/c2ccccc2)CC1)Nc1ccccc1N1CCOCC1 | -3 | -0.8 | 6 | -8 | -8.6 | -6 | 100 | 0 | 0 | 4
Cc1nc(=S)c2ccccc2[nH]1 | -3 | -1.0 | nt | 7 | -1.2 | -4 | 103 | 0 | -2 | 11
O=C(Nc1ccc(F)cc1)c1cccnc1 | -5 | -1.2 | 2 | 1 | -2.5 | 3 | 115 | 0 | -2 | 8
O=C(CCNC(=O)Cn1ccc2ccccc2c1=O)NCCc1ccccc1Cl | -2 | -1.4 | 0 | -21 | 0.5 | -1 | 96 | 0 | -3 | -5
CC(OC(=O)CCC(=O)c1ccccc1)C(=O)Nc1ccc(F)cc1 (stereo not given) | -5 | -2.0 | -3 | -10 | 0.0 | -1 | 101 | -1 | 3 | -5
COc1ccc(C(C#N)CC(=O)c2ccc(OCc3ccccc3)c(OC)c2)cc1OC (stereo not given) | nt | nt | 5 | nt | nt | nt | 107 | -3 | -1 | nt
COCCN(C(=O)CSc1nc2ccccc2o1)c1c(N)n(Cc2ccccc2)c(=O)[nH]c1=O | -4 | -0.8 | 2 | -2 | -1.1 | 3 | 107 | -1 | -1 | 10
Cc1ccc(NC(=S)NNc2ccc(C(=O)O)cc2[N+](=O)[O-])cc1C | -1 | 0.3 | 7 | -1 | 1.5 | 2 | nt | 5 | 18 | 19
C/C(=N\NC(=O)c1cccc(Cl)c1)c1cccc(NC(=O)c2ccco2)c1 | -3 | -1.1 | 2 | 0 | -3.0 | 0 | 101 | -4 | -1 | -6
O=C(NCCN1CCOCC1)c1ccc(CS(=O)(=O)c2ccc(Cl)cc2)o1 | -2 | -1.5 | -2 | -29 | 4.3 | 1 | 103 | -3 | nt | 21
COCCCNC(=O)CCCn1c(=O)c2ccccc2n(CC(=O)Nc2c(C)cccc2C)c1=O | -2 | 0.0 | 0 | -5 | 1.6 | -4 | 114 | 1 | 0 | 5
CCc1ccc(CC)c(S(=O)(=O)Nc2ccc(C(=O)O)c(O)c2)c1 | -2 | -0.4 | -1 | 5 | 2.4 | -1 | 108 | 4 | 3 | 21
CCOc1cc(/C=N/NC(=O)COc2ccc(Cl)cc2)ccc1OS(=O)(=O)c1ccccc1 | 2 | 0.2 | 2 | -23 | -3.1 | -2 | 103 | -6 | -2 | 20
O=c1oc2c(CN3CCOCC3)c(O)ccc2c2c1CCCC2 | -3 | -1.4 | 0 | 4 | 0.4 | -6 | 108 | -1 | 0 | 1
Cc1ccc(-c2cc(NC(=O)CCl)n(-c3ccccc3)n2)cc1 | -5 | -2.8 | -2 | -25 | 0.4 | -6 | 102 | 3 | 4 | 4
CC/C(=N\N=C1\SC(C)C(=O)N1Cc1ccco1)c1ccccc1 (stereo not given) | -2 | 0.2 | 2 | -4 | -2.4 | 1 | 105 | -11 | -1 | 59*
O=C(O)c1ccc2nc(C(F)(F)F)[nH]c2c1 | nt | 0.0 | -3 | -12 | 2.3 | 0 | 99 | -3 | 0 | 6
OC(CNCCc1ccccc1)c1ccccc1 (stereo not given) | 3 | -0.1 | 1 | -5 | -0.7 | 0 | 105 | -3 | 3 | 17
Oc1c(Cl)cc(Cl)cc1/C=N/c1ncn[nH]1 | 0 | -0.8 | -13 | -3 | 0.4 | 2 | 94 | 1 | 1 | 9
CN(c1ccccc1)S(=O)(=O)c1cccc(NC(=O)CC(C)(C)C)c1 | 6 | -2.3 | -2 | -2 | -0.5 | -3 | 73 | -1 | -2 | -9
CCc1cc(=O)oc2c(C)c(OCC(=O)NCCCn3ccnc3)ccc12 | -8 | 0.4 | -1 | -9 | 0.0 | -2 | nt | -1 | 0 | -12
O=C1NC[C@@H](c2ccccc2)OC(=O)[C@@H](Cc2ccc(F)cc2)C/C=C\C[C@@H]1CC(=O)N(CCO)Cc1ccccc1 | -1 | 0.0 | -1 | 1 | 1.5 | -7 | 108 | 1 | nt | 2
Cc1ccc(S(=O)(=O)Nc2ccc(F)cc2)cc1C(=O)N1CCOCC1 | nt | -0.5 | 0 | 5 | 0.4 | -3 | 89 | 0 | -3 | -5

Compounds from the list above that have a Cl atom (7):
SMILES | CAL PDZ FP-1 | CAL PDZ FP-2 | V-ATPase pHluor | Cardiac RTF inh | C-LANA FP | Keap1-Nrf2 PPI | Pemphigus Ab inh | DAGLB inhibitor | NSD2 inh | Arr AP2 block
CN(CC(=O)Nc1ccc(Cl)cc1)C1CCCCC1 | nt | -1.1 | 0 | 0 | -0.6 | -4 | 103 | -3 | -4 | 6
O=C(CCNC(=O)Cn1ccc2ccccc2c1=O)NCCc1ccccc1Cl | -2 | -1.4 | 0 | -21 | 0.5 | -1 | 96 | 0 | -3 | -5
C/C(=N\NC(=O)c1cccc(Cl)c1)c1cccc(NC(=O)c2ccco2)c1 | -3 | -1.1 | 2 | 0 | -3.0 | 0 | 101 | -4 | -1 | -6
O=C(NCCN1CCOCC1)c1ccc(CS(=O)(=O)c2ccc(Cl)cc2)o1 | -2 | -1.5 | -2 | -29 | 4.3 | 1 | 103 | -3 | nt | 21
CCOc1cc(/C=N/NC(=O)COc2ccc(Cl)cc2)ccc1OS(=O)(=O)c1ccccc1 | 2 | 0.2 | 2 | -23 | -3.1 | -2 | 103 | -6 | -2 | 20
Cc1ccc(-c2cc(NC(=O)CCl)n(-c3ccccc3)n2)cc1 | -5 | -2.8 | -2 | -25 | 0.4 | -6 | 102 | 3 | 4 | 4
Oc1c(Cl)cc(Cl)cc1/C=N/c1ncn[nH]1 | 0 | -0.8 | -13 | -3 | 0.4 | 2 | 94 | 1 | 1 | 9

One compound at a time (already shown).
Record of Oc1c(Cl)cc(Cl)cc1/C=N/c1ncn[nH]1 → CAL PDZ FP-1: 0; CAL PDZ FP-2: -0.8; V-ATPase pHluor: -13; Cardiac RTF inh: -3; C-LANA FP: 0.4; Keap1-Nrf2 PPI: 2; Pemphigus Ab inh: 94; DAGLB inhibitor: 1; NSD2 inh: 1; Arr AP2 block: 9
Record of O=c1oc2c(CN3CCOCC3)c(O)ccc2c2c1CCCC2 → CAL PDZ FP-1: -3; CAL PDZ FP-2: -1.4; V-ATPase pHluor: 0; Cardiac RTF inh: 4; C-LANA FP: 0.4; Keap1-Nrf2 PPI: -6; Pemphigus Ab inh: 108; DAGLB inhibitor: -1; NSD2 inh: 0; Arr AP2 block: 1
